# D1 potentiator = enhances dopamine response at the human D1 receptor; 360,000 compounds, 0.036% hits; potentiation, % at 10 µM; HEK293 TREx D1 cells, calcium flux, dopamine EC20 potentiation; in the data active means potentiation above about 30%; further: 0% is about no effect
# Vif-APOBEC3G blk = inhibitors of Vif-APOBEC3G interaction; Q9HC16; HeLa A3G-eYFP + Vif (tagged APOBEC3G with the HIV-1 protein that degrades it), YFP fluorescence, overnight; Potency, µM (top dose mostly 46.1 µM), without a hit: at the highest dose activity, negative = active, usual class: inhibitors; 410,000 compounds, 0.076% hits; AID 602310;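 further: potency means the concentration at half of the fitted maximal effect; on the % scale 0 is the no-effect control and ±100 the full control effect; nearly all actives have a fitted effect of over 60% in size; hits raise eYFP signal because A3G escapes Vif-driven loss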
# Target sequence (Q9HC16 whole entry, looked up): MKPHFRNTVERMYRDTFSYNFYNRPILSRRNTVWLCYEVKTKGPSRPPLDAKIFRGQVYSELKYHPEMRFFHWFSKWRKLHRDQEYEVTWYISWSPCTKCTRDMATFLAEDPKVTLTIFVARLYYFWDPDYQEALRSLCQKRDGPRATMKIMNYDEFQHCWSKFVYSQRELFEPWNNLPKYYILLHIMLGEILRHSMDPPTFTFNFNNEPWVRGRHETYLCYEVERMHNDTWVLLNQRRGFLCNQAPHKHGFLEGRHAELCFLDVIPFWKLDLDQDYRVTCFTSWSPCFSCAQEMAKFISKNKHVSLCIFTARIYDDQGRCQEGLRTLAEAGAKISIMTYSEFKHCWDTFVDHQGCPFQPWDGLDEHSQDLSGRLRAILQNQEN
#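 Read-out is eYFP fluorescence (Ex 488/Em 500-530) from Vif-expressing HeLa A3G-eYFP cells; more signal means A3G escaped Vif-mediated degradation. Cells plated overnight, compound pinned in, incubated overnight at 37 deg C.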
# D2 potentiator = D2 dopamine receptor (human) potentiation; P14416; HEK293 T-REx D2, calcium flux, EC20 dopamine potentiation; potentiation, % at 10 µM; 340,000 compounds, 0.34% hits;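 active means potentiation over 3 SD above the plate norm, cut at about 30% in these data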; further: 0% is about no effect
# Target sequence (P14416 whole entry, looked up): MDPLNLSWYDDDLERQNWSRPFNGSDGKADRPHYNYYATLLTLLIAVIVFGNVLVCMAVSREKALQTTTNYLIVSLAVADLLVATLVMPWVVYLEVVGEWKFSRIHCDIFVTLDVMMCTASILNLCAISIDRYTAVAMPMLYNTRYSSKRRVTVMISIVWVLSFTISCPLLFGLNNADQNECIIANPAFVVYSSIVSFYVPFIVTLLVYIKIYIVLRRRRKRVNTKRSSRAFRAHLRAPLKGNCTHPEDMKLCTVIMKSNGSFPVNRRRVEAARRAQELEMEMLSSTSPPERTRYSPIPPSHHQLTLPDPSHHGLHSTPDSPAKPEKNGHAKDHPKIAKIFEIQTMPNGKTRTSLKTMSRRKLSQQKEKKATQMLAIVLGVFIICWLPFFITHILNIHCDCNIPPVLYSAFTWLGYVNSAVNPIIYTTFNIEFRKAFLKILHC
#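 Primary screen. Calcium kinetics in induced HEK293 T-REx D2 cells: compound pre-addition 180 s, EC20 dopamine, 180 s more.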
# LDHA block = blocks human lactate dehydrogenase A. P00338. purified LDHA, NADH/diaphorase-resazurin fluorescence; stronger effect = lower value. activity change, % (values are at about 110 or 230 µM). 480,000 compounds, 0.15% hits; in the data active means activity change below about -30%; inconclusive means mostly about -25% to -30%;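 further: plate controls were DMSO wells for no effect and wells without enzyme for full effect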
#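 Enzyme activity of human lactate dehydrogenase 5 (2 nM; 0.06 mM NADH, 0.2 mM pyruvate, 5 min, RT) is measured via a resazurin/diaphorase fluorescence readout of residual NADH.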
# GRP78 ERSR act = induces the endoplasmic reticulum stress response in human glioma cells; U87-MG GRP78 promoter luciferase reporter, 16 h; Potency, µM, for the others: at the top dose activation, hits mostly activators; 420,000 compounds, 0.02% hits; AID 602332; further: potency means the concentration at half of the fitted maximal effect; series mostly up to about 76 µM; % of control where 0% means no effect; nearly all actives have a fitted effect of over 35% in size
#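 Stably transfected U87-MG glioma cells carrying a GRP78-based luciferase sensor; 16 h compound incubation. Luminescence end-point read 10 min after Bright-Glo addition at room temperature.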
# RXFP1 agonist = activates the human relaxin receptor RXFP1. Q9HBX9. HEK293T-RXFP1 cAMP TR-FRET, 30 min; response scale: percent of porcine relaxin response, buffer zero. Potency, µM (highest dose often 57.5 µM), without a hit: at the top dose activation, actives largely listed as activators. 370,000 compounds, 0.3% hits. AID 2676; further: potency means the concentration at half of the fitted maximal effect; on the % scale 0 is the no-effect control and ±100 the full control effect; nearly all actives have a fitted effect of over 60% in size; many of its hits are not listed in these tables
#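 HEK293T cells stably expressing RXFP1 were pretreated with the PDE4 inhibitor Ro 20174, exposed to compounds for 30 min at 37C, lysed, and cAMP was read by TR-FRET. Data normalized to buffer (basal) and 29 nM porcine relaxin (100%).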
# Vif-A3F inh = inhibitors of Vif-A3F interaction | 390,000 compounds, 0.2% hits | HeLa A3F-eYFP + Vif (tagged APOBEC3F with the HIV-1 protein that degrades it), YFP fluorescence increase | Potency, µM (doses to about 46.1 µM), inactives show top-dose activity, negative = active; further: potency means the concentration at half of the fitted maximal effect; % of control where 0% means no effect; nearly all actives have a fitted effect of over 65% in size
#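 HeLa cells stably expressing Vif plus C-terminally eYFP-tagged A3F were seeded, incubated overnight at 37 deg C, dosed with compound, incubated overnight again at 37 deg C. Yellow fluorescence (Ex 488/Em 500-530) reported blocked Vif-mediated A3F-eYFP degradation.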
# D1 agonist = agonists of human D1 dopamine receptor | P21728 | HEK293 T-REx D1 cells, calcium flux, agonist mode | activation, % at 2 µM | 360,000 compounds, 1% hits | AID 504660; in the data active means activation above about 30%; further: 0% is about no effect
#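 Tetracycline-induced HEK293 TREx D1 cells, force-coupled to calcium signalling, were dye-loaded with a no-wash calcium kit. Compound was pin-added after a 10 s baseline. Fluorescence was read kinetically at 1 cycle/s for 180 s, with calcium rises flagged as agonism.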
# D1 antagonist = antagonists of human D1 dopamine receptor | activity change, negative = inhibition, % at 10 µM | 360,000 compounds, 3.2% hits | HEK293 TREx D1 cells, calcium flux, dopamine EC80; stronger effect = lower value; in the data active means activity change below about -30%; further: on the % scale 0 is the no-effect control and ±100 the full control effect
#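 Inducible Hek293 Trex D1 cells (tetracycline, overnight, 30 C). Calcium dye 30–90 min RT. Antagonist mode: EC80 dopamine added after 180 s compound read.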
# Numbers without * were called inactive; ? = inconclusive; · = no result given; & = joins results of further samples. Unless noted, the call rests on the fitted dose curve; in most records, active means well fitted curve in the direction sought with a large enough effect; inconclusive means small, poorly fitted or top-dose-only effect, or another doubt; inactive means no such curve, though single readings can be large; an effect the other way counts as inactive or inconclusive.
SMILES	GRP78 ERSR act	RXFP1 agonist	Vif-APOBEC3G blk	D1 potentiator	D1 antagonist	Vif-A3F inh	D2 potentiator	D1 agonist	LDHA block
Cc1cccc(C2NS(=O)(=O)N=C2N)c1 (centres undefined)	-2%	-0.9%	-6%	-4	7	-8%	8	0	0
CN(C)C(C)(C)C#CCCCCC#CC(C)(C)N(C)C	-5%	-1.2%	1%	0	-17	2%	11	0	-1
CC(=O)N1N=C(c2ccc(Br)cc2)OC1(C)CC(=O)Nc1ccccc1 (centres undefined)	-4%	-1.1%	-1%	-4	-6	-4%	4	2	3
CN(c1ccc(F)cc1)S(=O)(=O)c1ccc(Cl)c(C(=O)NCC2CCCO2)c1 (centres undefined)	-4%	-1.1%	-1%	5	-5	-2%	32*	1	-2
COC(=O)c1cc(NC(=O)CN(c2ccc3c(c2)OCO3)S(C)(=O)=O)ccc1Cl	-2%	3.1%	-2%	-1	-28	-5%	-12	0	-6
C=CCNC(=O)NC(=S)c1ccccc1	2%	1.0%	0%	-4	14	-2%	-2	1	-10
Cc1cc2cc(CCNC(=O)c3ccc(S(=O)(=O)N4CCOCC4)cc3)c(=O)[nH]c2cc1C	-4%	0.1%	-5%	-1	-6	-8%	3	1	-1
Cc1cccn2c(NC(=O)c3cccs3)c(-c3ccccc3)nc12	-2%	0.0%	-1%	-8	-13	-15%	14	0	-4
CCc1nnc(NC(=O)CCC(=O)N2CCN(S(=O)(=O)c3cc(Cl)ccc3OC)CC2)s1	0%	-0.7%	-12%	-1	-3	15%	-11	1	1
CC(=O)c1ccc(OCC(O)CN2CCN(S(=O)(=O)c3c(C)c(C)cc(C)c3C)CC2)cc1 (centres undefined)	-3%	3.0%	1%	0	-1	2%	2	7	-2
CCOc1ccc(C(=O)CC(NCc2cccs2)C(=O)O)cc1 (centres undefined)	-13%	0.6%	-20%	-1	-30*	13%	3	3	-6
O=C(O)CC(C(=O)Nc1ccc(F)cc1)C1CCCO1 (centres undefined)	-4%	-1.5%	-6%	4	7	4%	-2	1	-24
O=C(NC(=O)c1ccccc1)Nc1ccc(-n2nc(C(F)(F)F)cc2C(F)(F)F)cc1	-2%	1.8%	-2%	-6	-4	-6%	-4	1	1
CCn1nc(NC(=O)c2ccccn2)c2cc3cccc(C)c3nc21	-3%	0.9%	-1%	-4	-11	-8%	-1	5	-9
COc1cc(/C=N/NC(=S)Nc2cccc(C(=O)O)c2)cc(OC)c1OC	-1%	0.2%	1%	-6	7	-1%	7	1	-6
Cc1cc(=O)n2nc(N3CCCC(C(=O)NC(C)c4ccccc4)C3)sc2n1 (centres undefined)	-1%	1.2%	1%	0	-1	3%	-2	0	-6
Cc1ccc(S(=O)(=O)NC(CC(=O)N2CCc3ccccc32)c2ccco2)cc1 (centres undefined)	-4%	0.0%	-1%	0	0	-5%	7	4	0
COc1cc(C)c(NC(=S)Nc2cccc(Cl)c2C)cc1OC	-2%	1.0%	1%	-8	-11	-10%	-1	1	0
CCCCN(C(=O)CCCc1nc2ccccc2c(=O)[nH]1)c1c(N)n(CCCC)c(=O)[nH]c1=O	-4%	0.9%	0%	-4	14	5%	-3	1	-2
O=C(O)c1cccc(Nc2ncnc3ccccc23)c1	1%	5.2%	0%	-2	-3	-1%	7	3	-4
O=c1c2ccccc2nc(SCc2ccccc2F)n1C1CCCC1	-4%	-0.9%	0%	2	18	-2%	18	1	0
CCOC(=O)C(=CNc1ccc(C(F)(F)F)cc1)C(=O)OCC	-3%	1.9%	0%	1	-11	9%	11	7	-7
CN(C)c1cccc2cccc(N(C)C)c12	-2%	0.3%	2%	3	-11	-10%	6	1	5
C(#Cc1ccccc1)C[N+]1(CC#Cc2ccccc2)CCCC1	-3%	2.9%	4%	1	-6	-12%	8	2	4&-1
Cc1ccc(NC(=O)c2cc(S(=O)(=O)NCCc3ccc(Cl)cc3)ccc2F)cc1	0%	0.9%	5%	3	-7	1%	-23	5	1
COc1ccccc1NS(=O)(=O)c1cn(C)c(C)n1	-2%	1.8%	1%	-3	-8	-1%	1	0	1
COCCCNC(=O)c1c(N)n(-c2cccc(S(N)(=O)=O)c2)c2nc3ccccc3nc12	-2%	1.1%	0%	2	-1	-2%	-4	3	-3
Cc1cccc(-c2nc(CSCC(=O)N3CCN(Cc4ccc5c(c4)OCO5)CC3)c(C)o2)c1	-5%	2.7%	2%	0	3	-3%	9	11	-1
COc1cc(CC(=O)OCC(=O)Nc2ccccc2C#N)cc(OC)c1OC	0%	-1.0%	0%	·	-18	1%	9	27	-8
COc1ccc(C(=O)NCCNc2ccc([N+](=O)[O-])cc2)cc1OC	-4%	-0.5%	0%	-3	15	0%	-8	-3	-5
CC(C)[C@H](NC(N)=O)C(=O)Nc1cccc([N+](=O)[O-])c1	-2%	2.4%	-8%	-3	13	-18%	-5	3	-7
O=C(CSc1nnc(-c2ccccn2)o1)Nc1ccccc1	1%	1.4%	5%	6	2	-5%	0	3	-3
COCCn1nnnc1C(c1cc2cc(C)ccc2[nH]c1=O)N1CCCCCC1 (centres undefined)	-1%	-0.3%	1%	-1	-7	2%	9	2	16
COc1ccc(CCNCCC(=O)Nc2c(C)cc(C)cc2C)cc1OC	-3%	-0.2%	0%	-5	27	3%	-13	0	-3
CCCS(=O)(=O)c1nc(S(=O)(=O)c2ccc(C)cc2)c(N2CCc3ccccc3C2)s1	-3%	-0.1%	1%	23	0	1%	2	0	0
Cc1nc(C(=O)NNC(=O)c2ccc(Cl)cc2)c(C(F)(F)F)o1	0%	-5.3%	1%	2	7	-13%	12	2	-2
CCc1ccccc1NC(=O)N[C@@H](C)C(=O)OC	-3%	1.6%	1%	-6	-11	-1%	16	2	3
COc1cccc(CN2CCCC(C(=O)N3CCCCC3)C2)c1OC (centres undefined)	-3%	-0.2%	1%	0	-2	-8%	3	3	0
Cc1ccccc1CCNC(=O)C1CCC(=O)N(CCc2cccc(F)c2)C1 (centres undefined)	9%	1.3%	1%	0	-4	6%	14	1	-3
CCN1CCc2nc(SCC(=O)Nc3ccc(OC)cc3)c(C#N)cc2C1	3%	1.2%	0%	-1	5	·	-23	0	9
CC(=O)Nc1cccc(NC(=O)C(=O)NCCc2csc3nc(-c4ccccc4F)nn23)c1	-2%	3.6%	0%	1	14	2%	-1	0	-4
Cc1ccc(C2C(C#N)=C(N)SC(N)=C2C#N)cc1	-5%	29%	?	-2	0	?	-4	18	22
Cc1ccc(-n2c(=O)c3sccc3n(CC(=O)NCc3ccco3)c2=O)cc1	1%	0.5%	4%	-10	3	-3%	-2	0	4
COc1cccc(C2C(C(=O)Nc3ccccc3OC)=C(C)Nc3nc(-c4ccco4)nn32)c1 (centres undefined)	-3%	0.8%	-7%	-4	-2	-7%	0	0	1
CCC(C(=O)Nc1cc(Cl)ccc1OC)n1nc(-c2ccccc2)ccc1=O (centres undefined)	-2%	0.0%	-11%	-1	-13	0%	9	-1	-1
CC(=O)c1sc(N)nc1C	0%&-3%	-0.7%	-7%&-3%	-2	-4	-7%&5%	-8	4	-16&-2
O=C(Cc1ccc(Br)cc1)Nc1ccc(S(=O)(=O)NCC2CCCO2)cc1 (centres undefined)	-3%	0.1%	0%	-2	4	-1%	-1	13	-7
Cc1sc(N)nc1-c1ccc2c(c1)OCCO2	1%	12%	4%	0	-15	7%	-9	4	0
O=C(c1ccc(N2CCN(CCO)CC2)nc1)N1CCOCC1	-4%	1.5%	-1%	0	3	-8%	-4	2	-12
CCOC(=O)Cn1cnc2scc(-c3ccc(C)cc3)c2c1=O	3%	-2.1%	-7%	3	-8	8%	6	4	-6

# Part of the list above in another layout.
CN(C)C(C)(C)C#CCCCCC#CC(C)(C)N(C)C
- GRP78 ERSR act: -5%
- RXFP1 agonist: -1.2%
- Vif-APOBEC3G blk: 1%
- D1 potentiator: 0
- D1 antagonist: -17
- Vif-A3F inh: 2%
- D2 potentiator: 11
- D1 agonist: 0
- LDHA block: -1

O=C(Cc1ccc(Br)cc1)Nc1ccc(S(=O)(=O)NCC2CCCO2)cc1 (centres undefined)
- GRP78 ERSR act: -3%
- RXFP1 agonist: 0.1%
- Vif-APOBEC3G blk: 0%
- D1 potentiator: -2
- D1 antagonist: 4
- Vif-A3F inh: -1%
- D2 potentiator: -1
- D1 agonist: 13
- LDHA block: -7

CC(=O)c1ccc(OCC(O)CN2CCN(S(=O)(=O)c3c(C)c(C)cc(C)c3C)CC2)cc1 (centres undefined)
- GRP78 ERSR act: -3%
- RXFP1 agonist: 3.0%
- Vif-APOBEC3G blk: 1%
- D1 potentiator: 0
- D1 antagonist: -1
- Vif-A3F inh: 2%
- D2 potentiator: 2
- D1 agonist: 7
- LDHA block: -2

COc1cc(C)c(NC(=S)Nc2cccc(Cl)c2C)cc1OC
- GRP78 ERSR act: -2%
- RXFP1 agonist: 1.0%
- Vif-APOBEC3G blk: 1%
- D1 potentiator: -8
- D1 antagonist: -11
- Vif-A3F inh: -10%
- D2 potentiator: -1
- D1 agonist: 1
- LDHA block: 0

# Whole records from above:
# `CN(c1ccc(F)cc1)S(=O)(=O)c1ccc(Cl)c(C(=O)NCC2CCCO2)c1` (centres undefined) in the list: GRP78 ERSR act = -4%; RXFP1 agonist = -1.1%; Vif-APOBEC3G blk = -1%; D1 potentiator = 5; D1 antagonist = -5; Vif-A3F inh = -2%; D2 potentiator = 32*; D1 agonist = 1; LDHA block = -2
# `Cc1ccc(C2C(C#N)=C(N)SC(N)=C2C#N)cc1` in the list: GRP78 ERSR act = -5%; RXFP1 agonist = 29%; Vif-APOBEC3G blk = ?; D1 potentiator = -2; D1 antagonist = 0; Vif-A3F inh = ?; D2 potentiator = -4; D1 agonist = 18; LDHA block = 22

# Screens as filed in PubChem BioAssay.

# The list is partial; count on the stated rates, not on these rows.
